CHT PAM: allosteric activators of human choline transporter CHT | Q9GZV3 | CHT-expressing cells, membrane potential dye, choline EC20; stronger effect = higher value; LV-AA mutant CHT in HEK293 cells | B-score at 10 µM | 310,000 tested, 0.49% active | AID 488977;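 active = initial fluorescence not abnormally high and integrated response B-score, plate-corrected, over 3 SD above library mean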
Target sequence (Q9GZV3 whole entry, looked up): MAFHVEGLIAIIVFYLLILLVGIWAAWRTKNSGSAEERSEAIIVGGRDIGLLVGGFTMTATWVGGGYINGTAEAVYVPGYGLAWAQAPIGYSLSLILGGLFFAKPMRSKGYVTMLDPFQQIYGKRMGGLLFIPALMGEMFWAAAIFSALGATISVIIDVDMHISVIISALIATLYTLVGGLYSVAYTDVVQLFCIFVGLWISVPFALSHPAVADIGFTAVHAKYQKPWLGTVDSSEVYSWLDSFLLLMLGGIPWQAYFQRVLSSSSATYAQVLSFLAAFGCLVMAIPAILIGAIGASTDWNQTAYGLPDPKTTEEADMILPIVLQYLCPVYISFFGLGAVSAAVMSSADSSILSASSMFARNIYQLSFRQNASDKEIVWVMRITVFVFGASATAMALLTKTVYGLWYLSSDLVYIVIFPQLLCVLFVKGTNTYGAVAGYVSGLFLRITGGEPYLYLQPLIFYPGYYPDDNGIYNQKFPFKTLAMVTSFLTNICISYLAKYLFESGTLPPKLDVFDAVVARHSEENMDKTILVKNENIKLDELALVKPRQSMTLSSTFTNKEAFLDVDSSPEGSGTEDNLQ
OX1R antagonist: blocks the human orexin 1 receptor | CHO/OX1R cells, Fluo-8 calcium fluorescence, orexin A | inhibition, % at 5 µM | 330,000 tested, 0.43% active | O43613;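 active = inhibition above its plate's threshold, mean inhibition of all tested compounds on the plate plus 3 SD, cut at about 37% in these data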;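 note: 0% = orexin A challenge wells and 100% = SB-334867-A antagonist wells; not every result past the cut was called active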
Target sequence (O43613 whole entry, looked up): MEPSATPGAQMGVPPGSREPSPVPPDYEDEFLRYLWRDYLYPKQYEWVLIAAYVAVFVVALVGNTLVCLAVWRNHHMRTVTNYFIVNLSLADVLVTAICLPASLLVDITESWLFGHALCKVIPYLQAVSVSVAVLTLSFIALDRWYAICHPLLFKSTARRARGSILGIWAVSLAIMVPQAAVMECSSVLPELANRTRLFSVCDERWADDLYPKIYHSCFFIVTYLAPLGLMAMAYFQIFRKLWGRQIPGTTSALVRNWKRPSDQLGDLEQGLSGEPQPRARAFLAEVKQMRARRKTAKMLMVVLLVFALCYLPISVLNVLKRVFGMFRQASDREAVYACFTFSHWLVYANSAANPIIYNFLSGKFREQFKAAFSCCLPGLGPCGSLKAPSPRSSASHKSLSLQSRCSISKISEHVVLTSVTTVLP
An asterisk follows results filed as active; i = inactive; . = not tested or not shown.

mol | OX1R antagonist | CHT PAM
COc1ccc(CNC(=O)Cc2csc(Nc3nc(=S)[nH]c4ccccc34)n2)cc1 | -16 | i
CN(CC(=O)Nc1cccc(F)c1)C(=O)c1cn(-c2ccccc2)nc1-c1cccs1 | -3 | i
O=C(Nc1ncc(Br)s1)C(Cc1ccccc1)n1cccc1 (configuration not stated) | -32 | i
Cn1cc(CCC(=O)NCc2ccc3c(c2)OCO3)c2ccccc21 | -21 | i
O=C(COC(=O)CCC1CCCC1)Nc1ccc(Cl)cc1F | -7 | i
Cc1cccc(OCC(=O)Nc2nccs2)c1C | -16 | i
Cc1cc(C)c2cc3c(ccn3C3OC[C@H](O)[C@H](O)[C@H]3O)cc2n1 (some centres not stated) | -5 | i
COc1cc(/C=C2\SC(=S)N(CC(=O)Nc3ccccn3)C2=O)cc(OC)c1OC | -24 | i
CCC(=O)Nc1nc(C)c(C(=O)Nc2cccc(Cl)c2)s1 | -54 | i
CC(=NCc1ccccc1)C1=C(O)COC1=O | -21 | i
O=c1c(-c2ccnn2-c2ccc(F)cc2)cnc2n1CCS2 | 2 | i
Cc1ccc(CN2CCC(Oc3cccc(C(=O)N(C)CCN(C)C)c3)CC2)cc1C | -21 | i
COc1ccc(S(C)(=O)=O)cc1S(C)(=O)=O | -9 | i
COc1ccc(CCN(C)C(=O)c2c(C)noc2C)cc1OC | 7 | .
O=C1CN(C(=O)CSc2nc3ccccc3c(=O)n2Cc2ccc(F)cc2)c2ccccc2N1 | -10 | i
O=C(Cn1cnc2c(nnn2Cc2ccc(Cl)cc2)c1=O)N1CCCc2ccccc21 | -6 | i
Cc1ccc(CO/N=C\Cc2snc(Sc3ncc(C(F)(F)F)cc3Cl)c2C#N)cc1 | -3 | i
C=CC[C@@H](CC(=O)NCCO)C(=O)N[C@@H](COC(=O)[C@@H](CC=C)Cc1ccc(F)cc1)Cc1c[nH]c2ccccc12 | -32 | .
CC(C)C(=O)N(Cc1cc2ccccc2[nH]c1=O)C(C)(C)C | -5 | i
CCNC(=O)c1ccc(CSc2ccc(Cl)cc2)cc1 | -10 | i
CCN(CC)CCCC(C)NC(=O)c1cccc(S(=O)(=O)N2CCc3ccccc32)c1 (configuration not stated) | -19 | i
CN1CCN(C(=O)C2CCC(CNS(=O)(=O)c3cccc4cccnc34)CC2)CC1 (configuration not stated) | -5 | i
Cc1[nH]n(C(N)=S)c(=O)c1N=Nc1ccc([N+](=O)[O-])cc1Cl | . | i
O=C(Nc1ccc(F)cc1)C1CCC(CNc2c(N3CCCCC3)c(=O)c2=O)CC1 (configuration not stated) | -24 | i
CCOc1ccc(CCNc2nc3ccccc3n3cnnc23)cc1OCC | -20 | i

The last 5 compounds of the section before lead into the next.
mol | OX1R antagonist | CHT PAM
CCN(CC)CCCC(C)NC(=O)c1cccc(S(=O)(=O)N2CCc3ccccc32)c1 (configuration not stated) | -19 | i
CN1CCN(C(=O)C2CCC(CNS(=O)(=O)c3cccc4cccnc34)CC2)CC1 (configuration not stated) | -5 | i
Cc1[nH]n(C(N)=S)c(=O)c1N=Nc1ccc([N+](=O)[O-])cc1Cl | . | i
O=C(Nc1ccc(F)cc1)C1CCC(CNc2c(N3CCCCC3)c(=O)c2=O)CC1 (configuration not stated) | -24 | i
CCOc1ccc(CCNc2nc3ccccc3n3cnnc23)cc1OCC | -20 | i
CCC(=O)Nc1ccccc1-c1nc2ccccc2[nH]c1=O | . | i
CC(C)(C)c1cc(C(C)(C)C)n(-c2ccccc2)n1 | -1 | i
CC[C@@H]1C=C(C(=O)O)[C@H](c2ccc(Cl)c(Cl)c2)N1S(=O)(=O)c1ccc(C)cc1 | -2 | .
CCOC(=O)c1ccc(S(=O)(=O)Nc2cc(S(=O)(=O)Nc3ccc(OC)cc3)ccc2O)cc1 | -7 | .
CCOC(=O)C1=C(N)Oc2cc(C)oc(=O)c2C1c1cccnc1 (configuration not stated) | 4 | i
COc1ccc(C(C)=O)cc1CSCC(=O)O | -17 | i
CN1CCN(CC(=O)Nc2ccccc2C(F)(F)F)CC1 | -11 | i
CCN1CCN(CCC(=O)Nc2cccc(OC)c2)CC1 | -2 | i
CC(C)(C)OC(=O)N[C@@H](Cc1ccccc1)C(=O)N[C@@H](CO)[C@H](O)[C@@H]1C[C@@H]1C(=O)NC1CC1 | -8 | i
Cc1ccc(-n2c(SCC(=O)Nc3cc(C)on3)nc3c([nH]c4ccccc43)c2=O)cc1 | -6 | i
O=c1/c(=C/c2ccco2)sc2nc(-c3ccccc3Br)nn12 | 2 | i
Cc1ccc(NC(=O)C(=O)NCCCN2CCCC2=O)c(C)c1 | -2 | i
CCOC(=O)c1ccccc1NC(=O)C1CC(=O)N(C2CCCCC2)C1 (configuration not stated) | -16 | i
CC(C)(C)c1nc(SCC(=O)c2ccccc2)c2ccccc2n1 | -27 | i
O=C(OCC(=O)N1CCN(C(=O)c2ccco2)CC1)c1cccc(S(=O)(=O)N2CCc3ccccc32)c1 | -25 | i
COc1ccc(-n2cc(CN(C)CCO)c(-c3cccc(F)c3)n2)cc1 | -22 | i
COc1ccccc1CC(=O)N1CCN(c2ccccn2)CC1 | -23 | i
O=C(/C=C/c1ccccc1)NCc1ccc2c(c1)OCO2 | -14 | i
COc1ccc(NC(=O)COc2ccc(C)nc2[N+](=O)[O-])cc1S(N)(=O)=O | 5 | .
Cc1cc(Nc2ccccc2)n(-c2cccc(Cl)c2)n1 | -29 | i
COc1ccc(-n2nc3c(c2NC(=O)c2ccccc2S(=O)(=O)C(F)F)CS(=O)(=O)C3)cc1 | -4 | i
Cc1cccc(N2C(=O)c3cccc4c(N(C)CCO)ccc(c34)C2=O)c1 | 46* | i
Cn1c(=O)oc2cc(S(=O)(=O)N3CCC(C(=O)Nc4ccc(OC(F)(F)F)cc4)CC3)ccc21 | 10 | i
Cc1nnc(NC(=O)C2CCN(S(=O)(=O)c3ccc(Cl)cc3)CC2)s1 | -11 | i
COc1cc(C(C)=O)ccc1OCC(O)CN1CCN(c2ccc(F)cc2)CC1 (configuration not stated) | -12 | i
COCCCNC(=O)c1oc2ccc(S(=O)(=O)N(C)C3CCCCC3)cc2c1C | -32 | i
Cc1ccc(NC(=O)C2CCCN(S(=O)(=O)c3cccc4cccnc34)C2)cc1 (configuration not stated) | -39 | i
Cc1ccc(Nc2nnc(SC/C(O)=C(\C#N)c3nc4ccccc4[nH]3)s2)c(C)c1 | -20 | i
COc1ccc(CNC(=O)Cc2cn(C)c3ccccc23)c(OC)c1 | -19 | i
O=C(O)CNC(=O)c1ccc(Sc2ccccc2)c([N+](=O)[O-])c1 | -5 | i
Cc1ccc2c(c1)C(=O)C(=O)N2CC(=O)Nc1ccccc1NC(=O)c1ccccn1 | -21 | i
C(=C\c1ccccc1)/CNn1cnnc1 | 10 | i
Cc1cc2c(N=NC(=O)C3CC3c3ccccc3)c(O)[nH]c2cc1Br (configuration not stated) | -29 | i
C=C1CSc2nc3ccccc3c(=O)n21 | -4 | i
CC(C)=CCC1=C(OCC(=O)O)C(=O)c2ccccc2C1=O | -27 | i
CCOC(=O)c1[nH]c2ccc(F)cc2c1NC(=O)c1ccccc1C(=O)O | . | i
O=[N+]([O-])c1ccc(C(=S)N2CCCC2)cc1 | 4 | i
CC1CCC(NC(=O)C2CCN(S(=O)(=O)c3ccc4nc5c(c(C(=O)O)c4c3)CC(C)CC5)CC2)CC1 (configuration not stated) | -19 | i
CCCN1C2=NCCN2c2ccccc21 | 3 | 6.4*
COc1ccc(C(=O)NCc2ccc(N3CCN(C)CC3)cc2)cc1 | -8 | i
CCC(=O)Nn1c(C)nnc1C | -13 | i
COc1cccc(Cn2c(Oc3ccccc3)nc3c2c(=O)n(C)c(=O)n3C)c1 | -41 | i
CNC(=O)C(NC(=O)c1ccccc1)=C(C)C | -17 | i
CSc1nc2ccc(NC(=O)c3cccs3)cc2s1 | -10 | .
CC(C)(C)C(=O)COC(=O)c1ccc(O)cc1 | -12 | i
COCc1[nH]c(=S)c(C#N)cc1C(=O)OC | -14 | i
COc1cc(C)nc(N2CCC(C(N)=O)CC2)n1 | -18 | i
NC(=O)c1sc2nc(N3CCCCC3)c3c(c2c1N)CCCC3 | -30 | i
COc1ccc(CCN(C)C(=O)N2CCOCC2)cc1OC | 4 | i
COC(=O)Cc1c(C)c2ccc(OCC(=O)N3CCC(C)CC3)c(C)c2oc1=O | -12 | i

Carrying on.
mol | OX1R antagonist | CHT PAM
COc1ccc(Cn2nnc3c(=O)[nH]c(C(=O)NCCc4ccc(F)cc4)nc32)cc1OC | -22 | i
COc1cc(/C=C/C(=O)OCC(=O)NCCc2ccccc2)cc(OC)c1OC | -31 | i
CC(C)[C@H](NS(=O)(=O)c1cccc(C(F)(F)F)c1)C(=O)OCC(=O)NC(=O)NCc1ccco1 | -3 | .
CCN1CCCC1CNCc1ccc(Cl)cc1Cl (configuration not stated) | -17 | i
Cc1sc2nc(NCCO)[nH]c(=O)c2c1C | -9 | i
CC(=O)NC1CCN(C(=O)N2CCCC2)CC1 | -14 | i
CC(=O)Nc1ccc2nc(SCC(=O)Nc3ccc(N4CCOCC4)c(Cl)c3)sc2c1 | -1 | i
CCOC(=O)C1CCCN(C(=O)CN2C(=O)c3ccccc3C2=O)C1 (configuration not stated) | -10 | i
COc1ccccc1NC(CC(=O)c1ccccc1)C(=O)OCC(=O)c1ccc(Br)cc1 (configuration not stated) | -14 | i
C=CCc1cccc2cc(C(=O)NCc3cccnc3)c(=O)oc12 | -10 | i
COc1ccc(S(=O)(=O)N2CCN(C(=O)CC3CC4CCC3C4)CC2)cc1 (configuration not stated) | -3 | .
CC(=O)Nc1ccc2c(COC(=O)[C@@H](NS(=O)(=O)c3ccc(C)cc3)C(C)C)cc(=O)oc2c1 | -33 | .
O=C(c1cccc(N2C(=O)C3C4C=CC(C4)C3C2=O)c1)N1CCN(c2ccc(F)cc2)CC1 (configuration not stated) | -18 | i
CCCNC(=O)c1ccc2c(c1)S(=O)(=O)c1ccccc1C2=O | -25 | i
COc1cc(C(=O)Nc2cc(S(C)(=O)=O)ccc2Cl)ccc1OCC(=O)N1CCOCC1 | -14 | .
O=C1CC(C(F)(F)C(F)(F)C(F)(F)F)=Nc2ccccc2N1 | -31 | i
Cc1ccc(NC(=O)CNC(=O)c2ccco2)cc1Cl | -3 | i
O=C(NCC(c1ccco1)N1CCOCC1)c1ccc(Cl)cc1 (configuration not stated) | -19 | i
Cn1c(=O)n(C)c2cc(S(=O)(=O)NCCc3ccccc3)ccc21 | -15 | i
CCOCC(=O)Nc1cc(C(=O)Nc2cccc(C)c2C)ccc1Cl | -40 | i
CCn1c(NCc2ccccn2)nc2c1c(=O)n(C)c(=O)n2C | -9 | i
Cc1cc(NC(=S)N(CCN2CCOCC2)Cc2ccccc2F)ccc1Cl | -18 | i
Cc1ccc(C(=O)CCC(=O)OCC(=O)NNC(=O)c2ccc([N+](=O)[O-])cc2)cc1 | -18 | .
COc1ccc(OC)c(C2CC(c3ccc(NS(C)(=O)=O)cc3)=NN2C(=O)c2ccccc2)c1 (configuration not stated) | -28 | i
CC1(C)CC(NC(=O)c2ccc(-c3ccc([N+](=O)[O-])cc3)o2)CC(C)(C)N1 | -16 | i
CCCCC(=O)Nc1ccc(C(=O)Nc2nnc(COC)s2)cc1 | -10 | i
COc1ccc(/C=C2/SC(=O)N(CCC(=O)Nc3ccc(S(=O)(=O)Nc4nccs4)cc3)C2=O)cc1 | 0 | i
Cc1ccccc1NC(=O)c1cc[n+]([O-])cc1 | -3 | i
O=C(CSc1nnc(Cn2nnc3ccccc32)o1)N(Cc1ccc(F)cc1)c1ccccc1 | 79* | i
CCc1ccc(N2CC(C(=O)N3CCCC3)CC2=O)cc1 (configuration not stated) | -8 | i
CCCN(CC1CC1)C(=O)CCc1nnc(C(OC)c2ccccc2)o1 (configuration not stated) | -23 | i
COc1cccc(CNC(=O)CSc2ccc(-c3ccco3)nn2)c1 | -18 | i
CN(C(=O)COC(=O)c1ccccc1SCC(=O)N1CCCC1)C1(C#N)CCCCC1 | -7 | .
Cc1cccc(OCC(=O)N(Cc2ccco2)c2c(N)n(Cc3ccccc3)c(=O)[nH]c2=O)c1 | -10 | .
C=CCn1c(SC(C)C(=O)NCCC2=CCCCC2)nc2ccccc2c1=O (configuration not stated) | -30 | i
CC(C)(CNCc1ccccc1)NS(=O)(=O)c1ccccc1 | -7 | .
Cc1ccc(-c2csc(N=C(N)N)n2)c(C)c1 | -11 | i
CN1CCCN(C(=O)CC2(CC(=O)O)CCCC2)CC1 | 3 | i
COc1ccc(N2CCN(CCNC(=O)c3ccc4c(c3)[nH]c(=S)n3c5ccccc5nc43)CC2)cc1 | -32 | i
Cc1nc2c(sc(=S)n2Cc2ccco2)c(=O)n1CC(=O)Nc1ccccc1 | -14 | i
CCN(CC)S(=O)(=O)c1cc(NC(=O)CNc2cccc(S(=O)(=O)N3CCOCC3)c2)ccc1C | -7 | i
Cc1ccc(NC(=S)NCc2ccccc2Cl)c(C)c1 | -20 | i
Cc1nc(SCC(=O)Nc2ccccc2C(F)(F)F)c2c(=O)n(C)c(=O)n(C)c2n1 | -14 | i
Cc1oc2cc3oc(=O)c(CCC(=O)N(C)CC(=O)O)c(C)c3cc2c1C | -15 | i
Cc1c(CC(=O)NCCCC(=O)O)c(=O)oc2cc3oc4c(c3cc12)CCCC4 | 0 | i
Cc1ccccc1CC1(CO)CCCN(Cc2ccn[nH]2)C1 (configuration not stated) | -16 | i
COc1ccc(NC2CCCN(C(=O)c3ccc(C)nc3)C2)cc1 (configuration not stated) | -1 | i
Cc1ccc(OCC(=O)N2C(C)CCCC2C)c([N+](=O)[O-])n1 (configuration not stated) | -2 | .
COC(=O)C1=NNC2(c3ccc(C)cc3)C(=O)N(c3cccc(C)c3C)C(=O)C12 (configuration not stated) | -34 | i

Not a hit list. Share with any hit: about 0.83%.
